DT40 TDP1 no CPT: qHTS for Inhibitors of human tyrosyl-DNA phosphodiesterase 1 (TDP1): qHTS in cells in absence of CPT; DT40 Tdp1-/- hTDP1 cells, no CPT, ATP luminescence, 48 h; Potency, µM (doses to about 46.2 µM), for inactives: at the top dose activity change, negative = growth inhibition, actives largely listed as inhibitors; 420,000 tested, 15% active; AID 686978, 2013; also: nearly all actives have a fitted effect of over 55% in size
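Seeded 400 DT40-hTDP1 cells/well (vehicle DMSO, no 20 nM CPT); pinned compounds; ≥48 hr at 37 °C; CellTiter-Glo luminescence as viability measure.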
KAT2A inh: qHTS Assay for Inhibitors of GCN5L2; Histone acetyltransferase KAT2A (Homo sapiens), Q92830; GCN5L2 HAT assay, ThioGlo1 CoA-SH fluorescence; Potency, µM (top dose mostly 58.9 µM), for the others: at the top dose activity change, negative = inhibition, usual class: inhibitors; 390,000 tested, 0.21% active; AID 504327, 2011
Target sequence (Q92830 whole entry, looked up): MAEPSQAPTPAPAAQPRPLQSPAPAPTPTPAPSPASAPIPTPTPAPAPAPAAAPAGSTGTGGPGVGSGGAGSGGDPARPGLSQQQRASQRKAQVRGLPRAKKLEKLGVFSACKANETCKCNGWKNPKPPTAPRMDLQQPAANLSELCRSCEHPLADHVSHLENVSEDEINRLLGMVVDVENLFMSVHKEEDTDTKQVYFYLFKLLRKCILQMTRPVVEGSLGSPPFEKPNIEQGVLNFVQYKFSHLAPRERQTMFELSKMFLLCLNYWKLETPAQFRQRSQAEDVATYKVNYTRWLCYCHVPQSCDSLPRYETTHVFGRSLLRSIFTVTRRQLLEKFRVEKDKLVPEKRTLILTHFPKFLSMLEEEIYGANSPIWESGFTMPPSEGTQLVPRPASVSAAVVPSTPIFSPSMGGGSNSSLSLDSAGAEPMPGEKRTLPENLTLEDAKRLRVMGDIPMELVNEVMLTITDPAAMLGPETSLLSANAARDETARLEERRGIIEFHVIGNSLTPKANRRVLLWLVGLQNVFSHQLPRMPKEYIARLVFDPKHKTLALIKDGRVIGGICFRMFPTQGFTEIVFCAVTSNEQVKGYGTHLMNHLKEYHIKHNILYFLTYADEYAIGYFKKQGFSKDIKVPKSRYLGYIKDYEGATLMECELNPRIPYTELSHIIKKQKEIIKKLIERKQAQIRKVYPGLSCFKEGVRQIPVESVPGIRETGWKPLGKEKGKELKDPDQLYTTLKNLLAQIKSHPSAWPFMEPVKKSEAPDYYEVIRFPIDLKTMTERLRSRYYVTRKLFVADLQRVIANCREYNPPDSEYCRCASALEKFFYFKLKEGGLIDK
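Enzyme at 20nM final was mixed with library compounds for 15 min at room temperature. Peptide H3(1-25) at 75uM, acetyl-CoA at 70uM and ThioGlo1 at 50uM were then added. Plates were read immediately and after 20 min (Ex340nm/Em540nm).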
TDP1 cell CPT: qHTS for Inhibitors of human tyrosyl-DNA phosphodiesterase 1 (TDP1): qHTS in cells in presence of CPT | chicken DT40 Tdp1-/-;hTDP1 cells + 20 nM CPT, ATP luminescence, 48 h | Potency, µM (titrated, usually from 46.2 µM), inactives show at the top dose activity change, negative = growth inhibition, most hits filed as inhibitors | 420,000 tested, 12% active | AID 686979, 2013; also: nearly all actives have a fitted effect of over 55% in size
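Cell growth measured by CellTiter-Glo luminescence after a minimum 48 h, 37 C compound exposure with 20 nM CPT in Tdp1-knockout DT40 cells stably expressing hTDP1, seeded 400/well; qHTS titration format.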
* = called active by the depositor; ? = inconclusive; / = no result given; & = joins results of further samples; [ ] = another dose, or the depositor's remark. Calls follow the shape of the dose curve; as a rule, active = well fitted curve in the direction sought with a large enough effect; inconclusive = small, poorly fitted or top-dose-only effect, or another doubt; inactive = no such curve, though single readings can be large; an effect the other way counts as inactive or inconclusive. % is scaled to controls: 0 for no effect and ±100 for the full control effect; potency is read from the fitted curve at half-maximal effect. Some of the compounds tested. The share of hits here may be higher or lower than overall.

canonical_smiles | DT40 TDP1 no CPT | KAT2A inh | TDP1 cell CPT
O=C(NC1CCCCC1)C(c1ccncc1)N(C(=O)c1csnn1)c1cccc(F)c1 (centres undefined) | 3% | -3% | 13%
Cc1ccc(C(=O)CSC2=C(C#N)C(c3ccco3)C3=C(CC(C)(C)CC3=O)N2)cc1 (centres undefined) | 10µM* | 4%[0.501 µM] | 13µM*
COc1ccccc1NC(=O)NCC1CC1(Cl)Cl (centres undefined) | -17% | ? | -5%
CCN(CC)c1ccc(S(=O)(=O)N2CCOCC2)cc1NC(=O)CSc1nncn1C | -7% | -15% | -27%
O=C(Nc1ccc2c(c1)CCC2)c1cccc(S(=O)(=O)N2CCN(c3ccccc3)CC2)c1 | -20% | 0% | -22%
O=C(O)c1ccccc1-c1cc2ccccc2[nH]1 | -13% | / | -2%
Cn1c(-c2ccccc2)cnc1NCc1ccccc1O | ? | 2% | ?
CCCCC(=O)C1CCN(Cc2ccccc2)CC1 | -3% | 3% | 4%

Some values from the results shown.
TDP1 cell CPT, O=C(O)c1ccccc1-c1cc2ccccc2[nH]1 is entered as -2%
KAT2A inh, Cn1c(-c2ccccc2)cnc1NCc1ccccc1O is entered as 2%

An excerpt of these results, field by field:
> COc1ccccc1NC(=O)NCC1CC1(Cl)Cl (centres undefined)
- DT40 TDP1 no CPT = -17%
- KAT2A inh = ?
- TDP1 cell CPT = -5%

> O=C(O)c1ccccc1-c1cc2ccccc2[nH]1
- DT40 TDP1 no CPT = -13%
- KAT2A inh = /
- TDP1 cell CPT = -2%

> CCN(CC)c1ccc(S(=O)(=O)N2CCOCC2)cc1NC(=O)CSc1nncn1C
- DT40 TDP1 no CPT = -7%
- KAT2A inh = -15%
- TDP1 cell CPT = -27%

> Cn1c(-c2ccccc2)cnc1NCc1ccccc1O
- DT40 TDP1 no CPT = ?
- KAT2A inh = 2%
- TDP1 cell CPT = ?

The results go on.
canonical_smiles | DT40 TDP1 no CPT | KAT2A inh | TDP1 cell CPT
O=C1C2C(C(=O)N1/N=C/c1ccc(N3CCCCC3)o1)C1C=CC2C12CC2 (centres undefined) | 15µM* | 51% | 18µM*
COC(=O)c1cc(NC(=O)CC(=O)c2cccc(N)c2)cc(C(=O)OC)c1 | -5% | / | 5%
CCC(C)NS(=O)(=O)c1ccc(NC(C)=O)cc1 (centres undefined) | -8% | -2% | -16%
COc1cccc(CSc2nccn2C)c1 | -20% | -2% | -7%
Cc1cccc(NC(=O)COc2nsnc2N2CCOCC2)c1 | -11% | 3% | -8%
c1csc(CNCc2ccncc2)c1 | -22% | -1% | 0%
CCCCNC(=S)N/N=C/c1ccc(OCC(=O)Nc2c(C)cc(C)cc2C)c(OC)c1 | ? | 2% | -28%
Cc1ccc(NC(=O)CSc2nnc(C3CCCCC3)n2N)cc1F | ? | -5% | 0%
Cn1c(=O)c2[nH]c(C3CCC3)nc2n(C)c1=O | -7% | / | -5%
Oc1ccc(/C=N\Nc2nncc(-c3ccccc3)n2)cc1 | ? | 13% | ?
O=C(Nc1nnc(-c2ccccc2)s1)c1ccccc1F | 4% | -14% | -17%
CCOc1ccc2nc(NC(=O)Cc3cccs3)sc2c1 | ? | -11% | 18µM*
COC(=O)CN1C(=O)Nc2ccc(Cl)cc2C1c1ccccc1 (centres undefined) | -1% | 3% | -14%
Cc1cc(NC(=O)Nc2ccc(N(C)C)cc2)c2cc(F)cc(F)c2n1 | ? | 0%&-9% | ?
CCCN(CCC)CCCNc1ccc2nnc(-c3ccc(F)cc3)n2n1 | -22% | -1% | 0%
N#Cc1c(Cl)nc(-c2ccncc2)nc1-c1ccccc1 | 2% | -5% | 13%
COc1cccc(C(O)c2nc(-c3cccc(CO)c3)cs2)c1 (centres undefined) | ? | / | ?
NC(=O)CC(NC(=O)c1ccc(Br)cc1)c1ccc(NCc2ccc(F)cc2)c([N+](=O)[O-])c1 (centres undefined) | ? | 4% | ?
Cc1cc(OCC(=O)NC(Cc2ccc(Cl)cc2)C(=O)O)c2c(C)cc(=O)oc2c1 (centres undefined) | 1% | -17% | -3%
CN(C)c1ccc(CNC(=O)C2(C)Cc3c(-c4ccc(N(C)C)cc4)ccnc3O2)cc1 (centres undefined) | 18µM* | / | ?
Cc1c(CN2CCC(CO)(CC3CCCCO3)CC2)cnn1C (centres undefined) | -3% | -3% | 12%
Cc1ccc(C)c(S(=O)(=O)N2CCN(CC(=O)Nc3ccc4c(c3)OCCO4)CC2)c1 | -5% | 1% | -16%
COc1cccc(CN2CCC2(C)C(=O)NCCc2ccccn2)c1OC (centres undefined) | -8% | / | 7%
O=C(NCC1CCCN1S(=O)(=O)c1cccs1)c1c(F)cccc1F (centres undefined) | ? | 1% | -7%
CCOc1ccc(CCNC(=O)c2cc(C)nn2-c2ccccc2)cc1 | ? | -9% | ?
CCOC(=O)c1sc(Nc2cccc(Cl)c2)nc1C | ? | -6% | -13%
COc1ccc(CN2CCc3cc(OC)c(OC)cc3C2)cc1O | ? | -5% | ?
CCNc1nc(NC(C)C)nc(N(C#N)Cc2ccccc2)n1 | ? | -6% | ?
Cc1c(C(c2ccc(C(=O)O)cc2)c2c(C)n(C)n(-c3ccccc3)c2=O)c(=O)n(-c2ccccc2)n1C | -1% | 1% | 10%
C/C(=N\OC(=O)c1cccc(Cl)c1)c1sc(C)nc1C | -3% | -5% | -4%
CN(CC(=O)Nc1ccccc1Br)C(=O)CNC(=O)c1ccco1 | 0% | -3% | -3%
CC(=O)c1cccc(CN2CCN(CC(C)C)C(CCO)C2)c1 (centres undefined) | -2% | -5% | -7%
COc1ccc(C(=O)NC(C)(C)C)cc1S(=O)(=O)N1CCCC1 | -11% | -11% | 1%
O=C(CN(Cc1ccco1)C(=O)c1ccc([N+](=O)[O-])cc1)Nc1ccccc1C(F)(F)F | -25% | -2% | -17%
O=C(Nc1cccc(S(=O)(=O)N2CCOCC2)c1)c1cn(-c2ccccc2)nc1-c1ccccc1 | 23µM* | -10% | ?
O=C(COC(=O)c1ccc2c(c1)OCCO2)Nc1ccc(F)cc1 | -26% | -28% | 5%
Cc1ccc(C(=O)NC2CC3CCC(C2)N3Cc2ccco2)cc1 (centres undefined) | -3% | 1% | 6%
COc1ccc(CN2CC(C(=O)NCCCN3CCOCC3)CC2=O)cc1 (centres undefined) | -6% | ? | -29%
COc1ccc(S(=O)Cc2ccc(C(=O)N3CCN(C(=O)c4ccco4)CC3)o2)cc1 (centres undefined) | 0% | 3% | -7%
CN(Cc1ccccc1)CC(O)COc1ccc(CNCc2nccn2C)cc1 (centres undefined) | ? | 1% | -27%
CCC(C)(C)C1CCC2(CC1)NC(=O)N(CC(=O)NCCc1ccc(OC)c(OC)c1)C2=O (centres undefined) | 12µM* | -7% | ?
Cc1nc2ccccc2c(=O)n1NC(=O)c1ccccc1[N+](=O)[O-] | 10% | -4% | 20%
O=S(=O)(Nc1cccnc1)c1cccc(Cl)c1 | -5% | 4% | -13%
CN1CCC(N(C)S(=O)(=O)c2ccc(C(C)(C)C)cc2)CC1 | ? | -9% | -16%
O=C(CNC(=O)c1ccco1)N=Nc1c(O)n(CCc2ccccc2)c2ccccc12 | 3.7µM* | -6% | 5.2µM*
COc1ccc(N(C(=O)c2ccco2)S(=O)(=O)c2cc(Cl)c(Cl)cc2Cl)cc1 | ? | -11% | 18µM*
Cc1ccc2c(C(=O)CSc3ccccc3)c(C)[nH]c2c1 | -23% | -5% | ?
O=C(CSC1=NS(=O)(=O)c2ccccc2N1)Nc1cccc(F)c1 | -3% | 4% | 2%
O=C(Cc1ccccc1[N+](=O)[O-])NC1CC2CCC1C2 (centres undefined) | -8% | 0% | 13%
S=c1[nH]c2ccccc2n2cccc12 | -3% | -1% | -16%
CC1(C)CCc2cc(-c3ccn(S(=O)(=O)c4ccccc4Cl)n3)ccc2O1 | ? | -26% | ?
Cc1cc(C(=O)NC2CCCCC2)on1 | -15% | 0% | -2%
COc1ccc(C(c2sc3nc(C)nn3c2O)N2CCN(CCO)CC2)cc1OC (centres undefined) | 16% | -14% | -1%
CN(C)CCCNC(=O)C(=O)Nc1ccc2c(c1)N(S(=O)(=O)c1cccs1)CCC2 | ? | 4% | ?
COc1ccc(C2=NOC(C)(c3sc(-c4ccc(Cl)cc4)nc3C)C2)cc1 (centres undefined) | -7% | / | ?
O=C(Nc1cc(C(F)(F)F)cc(C(F)(F)F)c1)[C@H]1O[C@@H](n2ccc(=O)[nH]c2=O)[C@H](O)[C@@H]1O | -28% | / | -28%

Additional structures follow:
canonical_smiles | DT40 TDP1 no CPT | KAT2A inh | TDP1 cell CPT
CCCCOC(=O)c1ccc(OC(=O)c2sc3ncn(Cc4ccccc4Cl)c(=O)c3c2C)cc1 | -26% | -1% | 0%
Cc1ccc(NC(=O)C2CCCN(S(=O)(=O)c3cnc[nH]3)C2)cc1C (centres undefined) | -7% | -9% | -20%
c1ccc2c(c1)CCN(C1=Nc3cccc4cccc1c34)C2 | ? | -3% | ?
CCCc1[nH]nc2c1C1(CCOC1C)C(C#N)=C(N)O2 (centres undefined) | -15% | 3% | -6%
NC(=O)c1ccc(N2CCN(c3ccc(O)cc3)CC2)c([N+](=O)[O-])c1 | 16µM* | 0% | ?
NC(=O)COC(=O)c1ccc(Cl)c(S(=O)(=O)N(Cc2ccccc2)c2ccc(Cl)cc2)c1 | -7% | -16% | 1%
O=C(Cc1cccs1)NCc1cccc(F)c1 | -21% | -2% | -9%
CCS(=O)(=O)N1CCc2cc(C(=O)N3CCN(c4ccc(OC)cc4)CC3)ccc21 | ? | -6% | ?
O=c1[nH][nH]cc1C=NCc1cccnc1 | 15% | -8% | 11%
CC1C(=O)CC(c2ccccc2)NC1c1ccccc1 (centres undefined) | -16% | -5% | 2%
CCC(=O)Nc1cccc(-c2nc3ncccc3o2)c1C | 15% | -6% | 2%
Cc1cccc(NS(=O)(=O)c2csc(C(N)=O)c2)c1C | 3% | 1% | -19%
CCOC(=O)C1=C(C)C2C3C(=O)N(c4ccc(C)cc4C)C(=O)C3C1(C)C1C(=O)N(c3ccc(C)cc3C)C(=O)C21 (centres undefined) | -27% | -7% | -25%
COc1ccc(C(=O)N/C(=C\c2cccs2)C(=O)N2CCN(C)CC2)cc1OC | -8% | -3% | -3%
CCOc1ncccc1C(=O)OCc1c(Cl)cccc1Cl | -12% | 0% | 6%
CC(C)(C)n1nnnc1C(c1cccc(C#N)c1)N1CCN2CCCC2C1 (centres undefined) | -6% | -4% | -2%
O=C(Nc1ccccc1-c1nc2ccccc2[nH]1)c1ccc(S(=O)(=O)N2CCCCC2)cc1 | -26% | -7% | -23%
Cc1cc(C)c2nc(NC(=O)C3CC(=O)N(Cc4ccco4)C3)sc2c1 (centres undefined) | ? | -10% | ?
CCn1cc(CN2CCC(C(=O)Nc3ccc(Oc4ccccc4F)cc3)CC2)c(C)n1 | 26µM* | 0% | ?
Cn1c(SCC(=O)Nc2ccccc2-c2ccccc2)nnc1-c1ccco1 | -9% | 1% | ?
CCCOc1ccc(S(=O)(=O)Nc2ccccn2)c2ccccc12 | -11% | -4% | 2%
CC(C)CCNC(=O)COc1ccc2c(c1)C(=O)CC(C)(C)O2 | ? | -10% | -25%
COc1ccc(N(CC(=O)NCc2ccco2)C(=O)CNS(=O)(=O)c2ccc(Cl)cc2)cc1 | -15% | -6% | -18%
COc1ccc(CNC(=O)CCS(=O)(=O)c2cccc3nonc23)cc1 | -28% | -1% | 2%
Cc1cccc(N2CCN(C(=O)c3cccc(-n4c(C)nc5cccnc54)c3)CC2C)c1 (centres undefined) | 6.5µM* | -1% | 8.2µM*
COc1cccc(OC)c1C(=O)NCc1ccco1 | -15% | / | 0%
COc1cccc([C@@H]2CC=C(C(=O)O)CN2S(=O)(=O)c2ccc(C)cc2)c1 | -15% | -4% | ?
CCC1Oc2ccccc2N(CC(=O)NCc2cc(OC)ccc2OC)C1=O (centres undefined) | 13µM* | -4% | ?
O=C(Cc1nnc(NC(=O)Nc2ccccc2)s1)NCc1ccccc1 | 16% | 26% | -5%
CN(c1ccccc1)c1ccc(/C=C(/CCC(=O)O)c2nc3ccccc3s2)cc1[N+](=O)[O-] | -13% | / | 7%
Cc1nn(CC(=O)Nc2ccc3c(c2)CCC3)c(C)c1[N+](=O)[O-] | -20% | 0% | -29%
